P. falciparum M1AAP = malaria alanyl aminopeptidase activity blockers – biochemical, fluorogenic H-Leu-NHMec substrate, 1536-well (AID 1445); recombinant M1AAP, H-Leu-NHMec fluorogenic kinetic assay; higher % means a stronger effect; inhibition, % at 30 µM, or IC50 in µM where a hit was titrated; 220,000 tested, 0.42% active;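 active = primary inhibition above the hit cutoff, then over 50% inhibition at one or more dose response concentrations, cut at about 23% in these data, passing the limit was not always enough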;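 note: plate controls were DMSO full reaction for no effect and no enzyme background for full effect; strong numbers were not always called active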
Siah-1 displacement = blockers of Siah-1 interaction with plectin peptide – biochemical, fluorescence polarization, rhodamine-plectin, uHTS, primary screen (AID 1817); Siah-1 / rhodamine-plectin peptide fluorescence polarization; higher % means a stronger effect; displacement, % at 20 µM; hits with a dose series show IC50 in µM; 290,000 tested, 0.02% active;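 active = displacement of at least 50% at 20 µM, with a fluorescence ratio check between 0.3 and a set limit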;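 note: plate controls were Siah plus tracer with DMSO for no effect and tracer alone without Siah for full effect; strong numbers were not always called active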
XIAP displacement = small molecules displacing peptide from XIAP – biochemical, IAP family, fluorescence polarization (AID 1018). displacement, % at 20 µM, or IC50 in µM where a hit was titrated. 200,000 tested, 0.007% active. XIAP BIR domain, fluorescence polarization peptide displacement; higher % means a stronger effect; in the data active = displacement above about 50%; note: a part of the inactive calls stands beside numbers as strong as those of hits
Hep lipid drop = hepatic lipid droplet formation modulation. AML12 mouse hepatocytes, oleate lipid droplets, BODIPY imaging. inhibition, % at 6.5 µM. 240,000 tested, 0.4% active. AID 1656;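 active = lipid droplet intensity inhibited by at least 50%, with more than 500 cells counted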
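Material – mouse AML12 hepatocyte cell line, fixed after treatment · Compound dosing – one dose, 6.5 µM compound · Times – compound with oleate, overnight · Measured by – Image-based BODIPY and DAPI two-channel analysis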
TNAP activation fold = stimulation of alkaline phosphatase TNAP activity – biochemical, luminescent, no phosphate acceptor, uHTS, primary screen (AID 1001); 200,000 tested, 0.03% active; activation fold at 20 µM; hits with a dose series show EC50 in µM; purified TNAP, luminescent activation assay, no phosphate acceptor; higher activation fold means a stronger effect; in the data active = activation fold from about 3, or a potency from the dose series; inactive = the rest, 99 in 100 with activation fold below about 1.6; note: many of its hits are not listed in these tables
human PMI inhibitors = MPI inhibition at elevated mannose 6-phosphate – biochemical, fluorescence intensity, high mannose 6-phosphate, primary screen (AID 1220); recombinant PMI enzyme, coupled fluorescence intensity; higher % means a stronger effect; inhibition, % at 20 µM, or IC50 in µM where a hit was titrated; 190,000 tested, 0.66% active
P. falciparum M17LAP = P. falciparum M17LAP inhibitors, primary screen, biochemical, fluorogenic H-Leu-NHMec substrate, 1536-well (AID 1619); recombinant M17LAP, H-Leu-NHMec fluorogenic kinetic assay; higher % means a stronger effect; inhibition, % at 30 µM; hits with a dose series show IC50 in µM; 220,000 tested, 0.38% active;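 active = compound inhibiting the enzyme by more than half at any dose during confirmatory dose-response retesting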;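 note: plate controls were full reaction with DMSO carrier for no effect and no enzyme background for full effect; strong numbers were not always called active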
K1F lysis inhibition = inhibition of K1F phage lysis, E. coli UTI89, bacterial capsule biogenesis inhibitors, alamar blue (AID 488966) | E. coli UTI89 K1F phage lysis, alamar blue, 2 h; higher % means a stronger effect | one-dose inhibition, % at 100 µM; IC50 in µM for titrated hits | 340,000 tested, 0.02% active;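 active = phage lysis inhibition, versus mean bacterial control, above a set limit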;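 note: capsule biogenesis inhibitors block K1F phage lysis so surviving cells raise fluorescence; higher fluorescence means more inhibition of phage lysis; actives were called in the ten point dose series up to 300 µM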
PMI inhibitors = inhibitors of human PMI, primary screen, biochemical, fluorescence intensity, coupled assay (AID 1209); one-dose inhibition, % at 20 µM; IC50 in µM for titrated hits; purified PMI enzyme, coupled fluorescence intensity; higher % means a stronger effect; 190,000 tested, 0.42% active;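 note: plate controls were DMSO vehicle for no effect and wells lacking substrate for full effect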
Hep lipid drop cells 6.5 µM = further read-out of Hep lipid drop, marked with its call; cell count; measured here: cell count, cytotoxicity flag;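 cells counted across two imaged fields per well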
The depositor's hits bear a star; i = inactive; x = not tested or not shown; [ ] = remark or other dose. Cut-off read from the data, not from the text of the source, unless noted: active = inhibition above about 50%; inactive = the rest.

SMILES	P. falciparum M1AAP	Siah-1 displacement	XIAP displacement	Hep lipid drop	Hep lipid drop cells 6.5 µM	TNAP activation fold	human PMI inhibitors	P. falciparum M17LAP	K1F lysis inhibition	PMI inhibitors
COc1nnc(-c2ccc(C)c(S(=O)(=O)NCCO)c2)c2ccccc12	-2%	-1%	-6.1%	-16	512	1.1	6%	20%	1.0%	10%
CC1CCN(C(=O)CSc2ccc(-c3cccc([N+](=O)[O-])c3)nn2)CC1	-2%	-2%	-6.4%	11	708	1.2	3%	0%	0.0%	0%
Cc1ccc(C(=O)NCc2ccccc2)c(F)c1F	-7%	18%	3.8%	-1	679	1.1	5%	-2%	0.5%	6%
COC(=O)c1ccccc1NC(=O)CSc1ccccc1	-2%	3%	-7.5%	x	x	1.1	-8%	6%	0.0%	-6%
CC(C)(C)n1nnnc1C(c1cccs1)N1CCN(c2ccccc2)CC1 (stereo not given)	12%	4%	-4.8%	43	718	1.1	5%	4%	0.5%	3%
CC/C(=N\NC(=O)c1ccccc1Cl)c1ccc(Br)s1	7%	5%	-0.2%	0	694	1.1	3%	8%	0.3%[50 µM]	1%
CC12CN3CC(C)(CN(C1)C3c1ccc(Cl)cc1Cl)C2O (stereo not given)	x	3%	-2.3%	x	x	0.9	5%	x	-0.1%	4%
N#Cc1c(N2CCCCC2)nc(N)c2c(N)nc3c(c12)CC(CCl)O3 (stereo not given)	6%	7%	-0.8%	6	672	1.1	47%	-12%	0.2%	10%
CCOc1ccc(NC(=O)CN(c2cc(C)cc(C)c2)S(=O)(=O)c2c(C)noc2C)cc1	13%	0%	-2.3%	-8	749	1.1	2%	2%	-4.0%	4%
COc1ccc(C(CC(=O)O)NC(=O)COc2ccccc2)cc1 (stereo not given)	-1%	9%	1.6%	0	770	1.1	2%	5%	0.8%	-1%
CCc1nc(SCc2nc3ccccc3[nH]2)c2oc3ccccc3c2n1	9%	-3%	-1.4%	x	x	1.2	6%	5%	4.7%	15%
CC(C)OC(=O)C(C)Nc1n[nH]c(=S)[nH]c1=O (stereo not given)	4%	9%	-3.3%	-6	678	1.2	-26%	3%	-1.0%	-30%
Cc1cc(C)n(-c2nc(O)cc(=O)[nH]2)n1	-6%	-4%	0.6%	-2	718	1	-14%	-4%	0.2%	-19%
Cc1cc(C)c(C(=O)CSc2n[nH]c(-c3ccncc3)n2)c(C)c1	-1%	-4%	-14%	22	624	1	6%	11%	-0.8%	1%
O=C(c1cc(N2C(=O)C3C4CCC(C4)C3C2=O)ccc1Cl)N1CCCCCC1 (stereo not given)	8%	6%	-3.9%	-8	683	1.1	-8%	14%	0.8%	-5%
Cc1cc(C=O)c(C)n1-c1ccc(NC2CCCCC2)c([N+](=O)[O-])c1	4%	-5%	-5.7%	x	x	0.9	33%	-20%	-1.9%	24%
Cc1cc(C)c2nc(SCC(=O)NCC3CCCO3)c(C#N)cc2c1 (stereo not given)	7%	-1%	-5.9%	-2	672	1	x	3%	0.5%	x
COc1ccc2cc(/C=N/NC(=O)CSCc3ccc([N+](=O)[O-])cc3)c(Cl)nc2c1	3%	4%	-6.5%	x	x	1.1	4%	9%	2.7%	6%
O=S(=O)(NCc1ccccn1)c1ccc(Br)s1	3%	2%	-5.2%	-2	757	1	4%	-4%	0.8%	4%
CCc1c(O)nc2sc3ccccc3n2c1=O	15%	2%	-5.1%	x	x	1.1	7%	34%	0.8%	-5%
CC(=O)N(c1ccc(Br)cc1)C1C=CS(=O)(=O)C1 (stereo not given)	-1%	1%	0.3%	-4	614	1.1	14%	-11%	-6.0%	11%
O=C1c2ccccc2C(=O)N1CC(O)Cn1nnc2ccccc21 (stereo not given)	4%	-4%	-7.0%	-15	688	1.1	14%	25%	-0.2%	12%
O=C1c2ccccc2C(Nc2ccc(S(=O)(=O)N3CCCCC3)cc2)N1Cc1ccco1 (stereo not given)	16%	1%	-4.8%	x	x	1.1	8%	4%	-0.8%	8%
COc1ccc(C(=O)O/N=C(/C)c2cccs2)cc1	-4%	-7%	-0.7%	18	796	1.1	-4%	16%	0.1%	-6%
O=C(Nc1ccccc1C(=O)N/N=C/c1ccco1)c1ccccc1Cl	18%	0%	-0.2%	x	x	1.1	6%	6%	2.0%	12%
O=C(c1ccccc1)N1CCN(C(=O)c2ccccc2Br)CC1	3%	-1%	-3.6%	x	x	1	-5%	8%	0.8%	-2%
S=c1[nH]cnc2scc(-c3ccccc3)c12	-6%	5%	-17%	-15	610	1.1	-6%	18%	-0.4%	5%
COc1ccccc1OCCCC(=O)Nc1nccs1	5%	3%	1.4%	17	644	1.1	11%	4%	0.0%	13%
Cc1ccc(S(=O)(=O)c2cc(C#N)c(=O)[nH]c2N)cc1	4%	1%	-5.7%	x	x	1.1	2%	9%	0.1%	-2%
O=C(Nc1ccc(Cl)cn1)c1ccccc1F	12%	2%	-5.5%	1	587	1.1	7%	0%	-0.5%	8%

In the list so far, ten contain a carbonyl joined to an NH by a bond outside any ring.
SMILES	P. falciparum M1AAP	Siah-1 displacement	XIAP displacement	Hep lipid drop	Hep lipid drop cells 6.5 µM	TNAP activation fold	human PMI inhibitors	P. falciparum M17LAP	K1F lysis inhibition	PMI inhibitors
Cc1ccc(C(=O)NCc2ccccc2)c(F)c1F	-7%	18%	3.8%	-1	679	1.1	5%	-2%	0.5%	6%
COC(=O)c1ccccc1NC(=O)CSc1ccccc1	-2%	3%	-7.5%	x	x	1.1	-8%	6%	0.0%	-6%
CC/C(=N\NC(=O)c1ccccc1Cl)c1ccc(Br)s1	7%	5%	-0.2%	0	694	1.1	3%	8%	0.3%[50 µM]	1%
CCOc1ccc(NC(=O)CN(c2cc(C)cc(C)c2)S(=O)(=O)c2c(C)noc2C)cc1	13%	0%	-2.3%	-8	749	1.1	2%	2%	-4.0%	4%
COc1ccc(C(CC(=O)O)NC(=O)COc2ccccc2)cc1 (stereo not given)	-1%	9%	1.6%	0	770	1.1	2%	5%	0.8%	-1%
Cc1cc(C)c2nc(SCC(=O)NCC3CCCO3)c(C#N)cc2c1 (stereo not given)	7%	-1%	-5.9%	-2	672	1	x	3%	0.5%	x
COc1ccc2cc(/C=N/NC(=O)CSCc3ccc([N+](=O)[O-])cc3)c(Cl)nc2c1	3%	4%	-6.5%	x	x	1.1	4%	9%	2.7%	6%
O=C(Nc1ccccc1C(=O)N/N=C/c1ccco1)c1ccccc1Cl	18%	0%	-0.2%	x	x	1.1	6%	6%	2.0%	12%
COc1ccccc1OCCCC(=O)Nc1nccs1	5%	3%	1.4%	17	644	1.1	11%	4%	0.0%	13%
O=C(Nc1ccc(Cl)cn1)c1ccccc1F	12%	2%	-5.5%	1	587	1.1	7%	0%	-0.5%	8%

Continued.
SMILES	P. falciparum M1AAP	Siah-1 displacement	XIAP displacement	Hep lipid drop	Hep lipid drop cells 6.5 µM	TNAP activation fold	human PMI inhibitors	P. falciparum M17LAP	K1F lysis inhibition	PMI inhibitors
Cc1ccc(S(=O)(=O)N=Nc2c(O)[nH]c3ccccc23)cc1	21%	6%	-4.4%	-3	757	1.1	-142%	-2%	4.3%	-117%
c1ccc2c(c1)CCCN2c1nc(N2CCOCC2)nc(N2CCOCC2)n1	7%	6%	x	17	699	x	x	-8%	5.6%	x
CC(=O)N1CCc2cc(S(=O)(=O)NC3CCCc4ccccc43)ccc21 (stereo not given)	2%	-3%	35%	6	704	1	12%	-4%	1.8%	5%
CC(=O)Nc1ccc(/C=N/NC(=O)c2cc(-c3ccco3)nc3ccccc23)cc1	3%	-10%	x	8	729	x	x	-4%	1.0%[50 µM]	x
CCOc1ncccc1C(=O)Nc1ccc(-c2ccc3nnc(C)n3n2)cc1	1%	-3%	-7.9%	-22	558	0.9	-18%	6%	0.1%	-21%
COc1cc(-c2nc3ccc(N4CCN(C)CC4)cc3[nH]2)cc(OC)c1OC	30%	-18%	-0.5%	x	x	1.2	28%	i	0.2%	3%
Cc1ccc(-c2cc(-c3cccs3)[nH]n2)c(O)c1	1%	-3%	-7.8%	14	805	1.4	10%	0%	-0.5%	10%
O=C(O)/C=C/c1ccc(S(=O)(=O)N(CCO)CCO)cc1	-1%	3%	-3.7%	12	695	1	1%	5%	1.5%	7%
CCN(CC)CCCNC(=S)N1CCn2c(nc3ccccc32)C1	0%	2%	-7.2%	-7	644	1.1	7%	-2%	1.2%[50 µM]	13%
Cc1cccc(NC(=O)N2CCCC2C(=O)NCc2cccs2)c1 (stereo not given)	18%	-4%	-1.3%	0	746	1.1	-1%	18%	-0.3%	1%
COc1ccc(NS(=O)(=O)c2cc(OC)ccc2NC(=O)c2cc(C)oc2C)cc1	4%	-3%	-3.3%	x	x	1.1	12%	1%	1.4%	9%

Screening results: PubChem BioAssay, several laboratories
